Screening data as filed in PubChem BioAssay.
Rpn11 block = blocks the human proteasome subunit Rpn11. O00487. calls only at 20 µM. AID 588493. human 26S proteasome, Ub4-pepOG fluorescence polarization; 20S core pre-blocked with epoxomicin. actives 0.59% (n = 360,000);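 active = inhibition at 20 µM, scaled to each plate's controls, above about 33%, limit read from the data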
LMPTP inh = LMPTP (human) inhibition | P24666 | recombinant LMPTP-A, OMFP fluorogenic substrate, fluorescence intensity | inhibition, % at 20 µM | actives 0.22% (n = 360,000);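 active = compounds that cut the enzyme signal by at least half of the control window in the single-dose screen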;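 note: plate controls were DMSO wells with enzyme plus substrate for no effect and substrate without enzyme for full effect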
Target sequence (P24666 whole entry, looked up): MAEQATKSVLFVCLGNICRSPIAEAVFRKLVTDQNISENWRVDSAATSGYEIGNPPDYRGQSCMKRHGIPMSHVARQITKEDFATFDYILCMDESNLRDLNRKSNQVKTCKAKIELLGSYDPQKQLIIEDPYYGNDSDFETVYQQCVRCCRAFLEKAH
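Assay system: LMPTP-A, protein tyrosine phosphatase of low molecular weight / Medium: pH 6.0 Bis-Tris buffer with DTT and Triton X-100 / Schedule: 50 min enzyme reaction at room temperature, protected from light / Measured by: endpoint fluorescence intensity from OMFP dephosphorylation / Read-out basis: % inhibition relative to no-enzyme and uninhibited control wells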
Rin1-Abl PPI inh = human Rin1-Abl interaction inhibition; P00519+Q13671; TR-FRET Rin1/Abl binding, biochemical; inhibition, % at 7.35 µM; actives 0.4% (n = 360,000); in the data active = inhibition above about 5%, passing the limit was not always enough
Scp-1 inhibitor = Scp-1 (human) phosphatase inhibition; Q9GZU7; inhibition, % at 20 µM; actives 0.88% (n = 340,000); Recombinant Scp1, phosphopeptide, malachite green phosphate absorbance; AID 493091;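 active = inhibition above about 50% at 20 µM, limit read from the data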;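 note: plate controls were DMSO wells with enzyme for no effect and wells lacking enzyme for full effect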
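Assay system: SCP-1 catalytic fragment, aa 76-261 | Buffer or medium: Tris acetate buffer pH 5.5 with MgCl2 and Tween-20 | Compound: One concentration, 20 µM, with 1.0% DMSO | Also added: Phospho 17-mer peptide substrate | Signal: Absorbance at 630 nm | Incubation: 45 min enzyme reaction at room temperature | Measure: % inhibition of SCP-1 phosphate liberation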
NadD block = inhibitors of Staphylococcus aureus NadD; purified NadD enzyme, colorimetric absorbance read-out; actives 0.78% (n = 360,000); AID 602399; inhibition, % at 20 µM; in the data active = inhibition above about 26%; note: some compounds past the cut are filed as inactive
Neddylation inh = cullin neddylation inhibition | P61081+Q13564 | TR-FRET cullin neddylation, biochemical | calls only at 25 µM | actives 0.58% (n = 360,000) | AID 651699; in the data active = inhibition above about 36%
Target sequence (P61081 whole entry, looked up): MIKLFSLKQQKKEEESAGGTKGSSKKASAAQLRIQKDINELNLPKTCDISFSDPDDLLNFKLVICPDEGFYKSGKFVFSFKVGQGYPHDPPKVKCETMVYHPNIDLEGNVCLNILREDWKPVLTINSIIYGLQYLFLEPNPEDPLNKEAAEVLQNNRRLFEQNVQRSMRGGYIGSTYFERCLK
Target sequence (Q13564 whole entry, looked up): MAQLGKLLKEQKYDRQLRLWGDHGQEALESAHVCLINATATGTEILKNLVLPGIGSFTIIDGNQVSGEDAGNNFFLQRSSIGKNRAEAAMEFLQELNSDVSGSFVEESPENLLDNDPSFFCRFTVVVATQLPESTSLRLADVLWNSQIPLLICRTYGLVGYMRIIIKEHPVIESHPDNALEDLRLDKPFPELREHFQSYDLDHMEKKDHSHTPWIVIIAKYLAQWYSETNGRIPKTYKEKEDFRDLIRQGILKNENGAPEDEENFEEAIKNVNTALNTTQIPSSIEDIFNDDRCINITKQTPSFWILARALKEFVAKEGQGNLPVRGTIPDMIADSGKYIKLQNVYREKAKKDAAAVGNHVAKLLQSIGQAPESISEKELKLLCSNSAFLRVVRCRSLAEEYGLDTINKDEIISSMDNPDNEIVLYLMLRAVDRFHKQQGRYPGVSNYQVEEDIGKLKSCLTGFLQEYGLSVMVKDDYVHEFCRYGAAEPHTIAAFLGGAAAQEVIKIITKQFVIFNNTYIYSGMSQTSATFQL
CSN inh = blocks human CSN-mediated cullin deneddylation; Q92905; AID 651999; inhibition, % at 12.5 µM; Purified CSN, SCF-Nedd8-OG deneddylation, fluorescence polarization; actives 0.38% (n = 360,000);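 active = pattern-corrected inhibition above about 35%, with an unprinted fluorescence ratio check between 0.5 and 1.5, limit read from the data, passing the limit was not always enough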;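 note: 0% = enzyme with substrate and 100% = substrate without enzyme; some results filed as inactive read as strong as hits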
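Assay system: purified human Csn5 enzyme expressed in HEK293T cells; Input: 0.24 nM Csn5 enzyme, final concentration; Reagent: 10 nM SCFSkp2-Nedd8OG; Compound dosing: 12.5 µM single point; Times: reaction 90 min, room temperature; Technique: fluorescence polarization readout.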
STEP inh = STEP (human) phosphatase inhibition. P54829. AID 588621. inhibition, % at 20 µM. actives 0.25% (n = 360,000). recombinant STEP, OMFP fluorogenic substrate, fluorescence;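 active = inhibition at 20 µM, scaled per plate between control wells, above about 37%, limit read from the data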;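 note: 0% = DMSO with enzyme and substrate and 100% = substrate only without enzyme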
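System: STEP (striatal-enriched tyrosine phosphatase) enzyme, cell-free; medium: Bis-Tris pH 6.0 buffer with DTT, detergent; dosing: 20 µM, 1% DMSO; times: reaction 20 min, ambient temperature; detection: fluorescence, 480/540 nm; read-out basis: normalized % inhibition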
SUMO1 PPI mod = SUMO1-SIM interaction modulation. AID 602429. actives 0.33% (n = 360,000). SUMO1 binding to a labelled peptide, TR-FRET, 1 h. inhibition, % at 20 µM; in the data active = inhibition above about 37%
Target sequence (P63165 whole entry, looked up): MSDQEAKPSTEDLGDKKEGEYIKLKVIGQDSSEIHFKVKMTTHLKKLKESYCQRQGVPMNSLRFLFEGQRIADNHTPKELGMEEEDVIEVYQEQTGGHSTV
DNMT1 block = DNMT1 (human) enzyme inhibition | P26358 | DNMT1 molecular beacon, Hinp1I cleavage, fluorescence | inhibition (reported as % activation of signal), % at 10 µM | actives 0.83% (n = 360,000) | AID 588458; in the data active = inhibition above about 50%
* marks the source's active call; other numbers are inactive results; i = inactive; . = no result given; & = joins results of further samples.

SMILES	Rpn11 block	LMPTP inh	Rin1-Abl PPI inh	Scp-1 inhibitor	NadD block	Neddylation inh	CSN inh	STEP inh	SUMO1 PPI mod	DNMT1 block
CCCCc1c(C)nc2nc(SCc3ccc(Cl)cc3)[nH]n2c1=O	i	1.9	-2	-17	1	i	0	0	3	0
CCc1cccc2c(C(=O)CSc3nnc(C4CC4)o3)c[nH]c12	i	1.0	0	-11	0	i	0	2	4	-11
CCOC(=O)c1ccc2c(c1)N(C)C(=O)c1ccccc1S2	i	-0.8	-1	53*	13	i	7	-2	-1	0
CC1=NN(c2ccccc2)C(=O)/C1=C\c1c(C)[nH]n(-c2ccccc2)c1=O	i	-0.9	-5	-4	-9	i	0	5	-5	-5
COc1ccccc1C(=O)COC(=O)CCCN=C1NS(=O)(=O)c2ccccc21	i	-0.4	6	-4	-3	i	5	-2	11	-1
O=C(Nc1ccc(S(=O)(=O)Nc2ncccn2)cc1)c1cnc(Cl)c(Cl)c1	i	-1.1	1	-3	3	i	6	2	6	-1
COCCN(C(=O)COC(=O)CCC(=O)c1ccc(C)cc1)c1c(N)n(Cc2ccccc2)c(=O)[nH]c1=O	i	0.1	-1	-6	-2	i	-2	-2	-3	-1
COc1ccc(N2CCN(c3nc4ccccn4c(=O)c3/C=C(\C#N)S(=O)(=O)c3ccccc3)CC2)cc1	i	1.1	-5	9	5	i	0	-1	-3	-5
CC(C)(C)OC(=O)N1CCCC(C(=O)Nc2cccc(C(=O)N3CCOCC3)c2)C1 (stereo not drawn)	i	-2.8	0	4	-5	i	-3	-2	3	2
O=C(CCNS(=O)(=O)c1ccccc1)N1CCN(c2ccccc2)CC1	i	-3.0	3	-4	-8	i	-5	-1	-3	2
CCC1=NNC(=O)C(CC(=O)Nc2ccccc2)c2cc(OC)c(OC)cc21 (stereo not drawn)	i	-0.8	-2	2	3	i	-9	-2	5	-1
CNc1nc(Oc2ccc(C(=O)OC)cc2)nc(SC)n1	i	0.1	3	13	3	i	1	1	3	3
OCCSc1nncn1/N=C/c1c[nH]c2ccccc12	i	1.1	0	4	-5	i	-4	2	0	2
CC(CC(=O)N(C)CC(=O)Nc1ccc(N2CCOCC2)cc1)c1ccccc1 (stereo not drawn)	i	-0.6	1	-2	-5	i	6	-3	1	2
COc1ccccc1NC(=O)N1CCc2[nH]c3ccc(Cl)cc3c2C1	i	7.1	-3	-14	-4	i	-6	2	4	-20
Cc1cc(C)c(C(=O)Nc2ccccc2)c(CC(C)(C)C(=O)O)c1	i	-0.2	-1	4	-4	i	4	0	1	2
COc1ccc(CCNC(=O)c2ccc(NC(=O)CC3SC(N4CCCC4)=NC3=O)cc2)cc1OC (stereo not drawn)	i	-0.1	5	-1	-2	i	-2	-1	-5	1
COc1cc(NC(=O)C2CCCCC2)c2ncccc2c1	i	3.2	-2	-4	2	i	1	0	-6	-4
CC(=O)Oc1ccc(OC(C)=O)c2c1CC1(C)OC1(C)C2 (stereo not drawn)	i	-1.8	-1	.	-1	i	-1	-1	2	1
CC(C)=CCC/C(C)=C/CNC(=O)C[C@H]1C[C@H](C(=O)N2CCCCC2)[C@@]2(CCc3ccccc3)c3[nH]c4ccc(Cl)cc4c3CCN2C1=O	i	-0.8	1	0	26	i	7	4	4	1
C[C@H]1Oc2ccccc2C(=O)C1C(=O)c1ccccc1 (stereo partly drawn)	i	-1.2	-1	-11	-3	i	-1	2	3	1
CSCCC(NC(=O)c1cc(CC(C)C)oc1C)C(=O)O (stereo not drawn)	i	0.5	-3	-5	-2	i	5	-1	1	0
Cc1ccc(OCC(O)CN2CCN(Cc3ccc4c(c3)OCO4)CC2)c(C)c1 (stereo not drawn)	i	-1.6&0.4	-2&4	-7&0	-5&-13	i	0&0	-3&-3	-1&1	-8&1
O=C(NCCCn1ncc2ccccc21)c1cc(COc2c(F)cccc2F)on1	i	0.4	4	-11	-6	i	-20	-2	4	-4
Cc1ccc(C)c(N(CC(=O)NCC2CCCO2)C(=O)CCC(=O)Nc2nccs2)c1 (stereo not drawn)	i	-0.2	-3	-8	2	i	2	-1	-1	2
O=C(CSc1n[nH]c(=O)[nH]c1=O)N/N=C/C=C\c1ccccc1	i	-0.4	0	1	1	i	-8	0	-13	0
CCCCN1C(=O)C2(NNc3ccccc3O2)c2ccccc21 (stereo not drawn)	.	3.4	-1	-17	-1	i	7	2	-18	-33
C=CCn1c(SCC(=O)N2CCN(c3ccccc3)CC2)nnc1-c1ccco1	i	-0.5	0	-11	3	i	-4	-3	0	-4
Cc1cccc(C)c1OCc1cc(C(=O)N2CCC(c3ccccc3)CC2)no1	i	5.2	-3	-11	-13	i	2	3	1	9
COc1ccc(OC)c(CN2CCN(C(=O)c3cccs3)CC2)c1	i	-0.8	-1	0	-5	i	-2	-1	-4	0

Structural class: the entries above containing a COOH group
SMILES	Rpn11 block	LMPTP inh	Rin1-Abl PPI inh	Scp-1 inhibitor	NadD block	Neddylation inh	CSN inh	STEP inh	SUMO1 PPI mod	DNMT1 block
Cc1cc(C)c(C(=O)Nc2ccccc2)c(CC(C)(C)C(=O)O)c1	i	-0.2	-1	4	-4	i	4	0	1	2
CSCCC(NC(=O)c1cc(CC(C)C)oc1C)C(=O)O (stereo not drawn)	i	0.5	-3	-5	-2	i	5	-1	1	0

Single records (already shown). Order of screens: Rpn11 block	LMPTP inh	Rin1-Abl PPI inh	Scp-1 inhibitor	NadD block	Neddylation inh	CSN inh	STEP inh	SUMO1 PPI mod	DNMT1 block
CSCCC(NC(=O)c1cc(CC(C)C)oc1C)C(=O)O (stereo not drawn) reads i	0.5	-3	-5	-2	i	5	-1	1	0
CC(=O)Oc1ccc(OC(C)=O)c2c1CC1(C)OC1(C)C2 (stereo not drawn) reads i	-1.8	-1	.	-1	i	-1	-1	2	1
COc1cc(NC(=O)C2CCCCC2)c2ncccc2c1 reads i	3.2	-2	-4	2	i	1	0	-6	-4
COc1ccc(OC)c(CN2CCN(C(=O)c3cccs3)CC2)c1 reads i	-0.8	-1	0	-5	i	-2	-1	-4	0
CC(CC(=O)N(C)CC(=O)Nc1ccc(N2CCOCC2)cc1)c1ccccc1 (stereo not drawn) reads i	-0.6	1	-2	-5	i	6	-3	1	2

The results go on.
SMILES	Rpn11 block	LMPTP inh	Rin1-Abl PPI inh	Scp-1 inhibitor	NadD block	Neddylation inh	CSN inh	STEP inh	SUMO1 PPI mod	DNMT1 block
CSCCC(NC(=O)c1ccccc1Cl)C(=O)N(C)CC(=O)Nc1ccc(N2CCOCC2)cc1 (stereo not drawn)	i	-1.0	-1	-3	1	i	0	-1	2	1
Oc1ccc(-c2nc3cnccn3c2Nc2ccc3c(c2)OCCO3)cc1	i	-1.2	0	-4	0	i	-1	1	3	-4
CCc1c(O)nc(SCC(=O)c2ccccc2)n(-c2ccccc2)c1=O	i	0.0	-4	1	3	i	9	2	6	-1
O=C(NCc1ccc(Cl)cc1)C1CCCO1 (stereo not drawn)	i	0.6	4	-9	-12	i	0	-2	-1	0
C=CCNC(=O)C1CC1(c1cccc(C)c1)c1cccc(C)c1 (stereo not drawn)	i	-0.4	-3	-10	-3	i	-2	-1	3	-1
CCCCCCSc1ccc(-c2nc3ccccn3c2NCCCC)cc1	i	7.2	1	21	-2	.	1	1	7	1
CCc1nnc(NC(=S)Nc2ccccc2)s1	i	-0.9	-1	-9	-3	i	6	-9	1	1
CC(=O)NCCNC(=O)c1ccc2c(c1)S(=O)(=O)c1ccccc1C2=O	i	2.3	2	-4	0	i	-7	3	-33	1
Cc1cc(NC(=O)/C=C/C(=O)N(CC(=O)NC2CCCC2)c2ccc(F)cc2)no1	i	-0.6	5	-9	-4	i	6	2	-2	-3
Cc1cc(C)c(C)c(OCC(=O)O/N=C(\N)c2ccncc2)c1	i	0.7	2	-1	-4	i	2	2	4	0
Nc1c(C(=O)N2CCOCC2)sc(=S)n1-c1ccccc1	i	3.3	-7	-6	5	i	3	2	-12	2
COc1ccc(S(=O)(=O)Nc2ccc3c(c2)OCO3)cc1OC	i	2.9	-3	-13	2	i	-1	3	-3	-15
Cc1ccc2c(cnn2C(=O)CCC(=O)NC2CCCCC2)c1	i	-2.2	0	-1	-7	i	0	2	-3	0
Cc1ccc(-c2csc3nnc(SCC(=O)Nc4nsc(-c5ccccc5)n4)n23)cc1	i	3.0	3	15	17	i	11	2	4	3
O=C(NC(C(=O)NCCN1CCOCC1)C12CC3CC(CC(C3)C1)C2)C1CCCCC1 (stereo not drawn)	i	0.1	-4	2	2	i	-1	-1	0	-2

Part of the list above, showing only CSN inh and Rin1-Abl PPI inh.
| molecule | CSN inh | Rin1-Abl PPI inh |
| --- | --- | --- |
| Cc1cc(NC(=O)/C=C/C(=O)N(CC(=O)NC2CCCC2)c2ccc(F)cc2)no1 | 6 | 5 |
| Cc1cc(C)c(C)c(OCC(=O)O/N=C(\N)c2ccncc2)c1 | 2 | 2 |
| Nc1c(C(=O)N2CCOCC2)sc(=S)n1-c1ccccc1 | 3 | -7 |

Following part.
SMILES	Rpn11 block	LMPTP inh	Rin1-Abl PPI inh	Scp-1 inhibitor	NadD block	Neddylation inh	CSN inh	STEP inh	SUMO1 PPI mod	DNMT1 block
CC(=O)N1CCN(C(=S)c2ccc(N(C)C)cc2)CC1	i	-1.2	3	-9	-1	i	0	2	-1	2
Cc1cc(C)nc(NC(=O)CN2C(=O)c3ccccc3C2=O)n1	i	-1.4	4	-3	0	i	-2	-4	5	0
O=C(O)CC1(CC(=O)Nc2cc(C(F)(F)F)cc(C(F)(F)F)c2)CCCCC1	i	0.3	4	-4	-1	i	-2	-1	9	1
Cc1c(Br)c([N+](=O)[O-])nn1CC(=O)NCC1CCCO1 (stereo not drawn)	i	-0.4	-2	-2	-5	i	-9	2	-9	-3
C/C(=N/NC(=O)c1ccc(Br)o1)c1cccc(NC(=O)c2ccc(C)o2)c1	i	-0.8	2	7	-2	i	-1	-1	2	11
COc1cc(NC(=O)c2ccccc2)c(OC)cc1NC(=O)CN1CCCCC1	i	-2.5	-2	1	-6	i	2	-1	0	-8
COc1ccccc1-c1nc(-c2ccccc2)nc(N2CCN(C)CC2)c1C#N	i	0.5	1	-5	-3	i	-2	-5	3	-4
O=C(CSc1ncc(C(F)(F)F)cc1Cl)N1CCN(S(=O)(=O)c2ccc3ccccc3c2)CC1	i	1.8	1	-11	13	i	-1	4	2	1
COc1ccc(C(=O)Nc2ccnn2C2CCN(Cc3ccc4nonc4c3)CC2)cc1	i	3.7	-4	43	2	i	0	26	-21	6

Some of the entries so far, with two lines to a compound:
Value order – Rpn11 block, LMPTP inh, Rin1-Abl PPI inh, Scp-1 inhibitor, NadD block, Neddylation inh, CSN inh, STEP inh, SUMO1 PPI mod, DNMT1 block
- Cc1cc(C)nc(NC(=O)CN2C(=O)c3ccccc3C2=O)n1
  i, -1.4, 4, -3, 0, i, -2, -4, 5, 0
- CCOC(=O)c1ccc2c(c1)N(C)C(=O)c1ccccc1S2
  i, -0.8, -1, 53*, 13, i, 7, -2, -1, 0
- CCc1nnc(NC(=S)Nc2ccccc2)s1
  i, -0.9, -1, -9, -3, i, 6, -9, 1, 1
